Source: PubChem BioAssay (The Scripps Research Institute Molecular Screening Center)
SRC2 inh = inhibits human steroid receptor coactivator 2; Q15596; HEK293 GAL4-SRC2 luciferase reporter, luminescence; inhibition, % at 9 µM; 370,000 tested, 0.17% active;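 active means inhibition above the mean inhibition of all tested compounds plus 3 SD, set per campaign, cut at about 52% in these data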;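 further: 0% = DMSO treated cells and 100% = cells given Gossypol at 36 µM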
Target sequence (Q15596 whole entry, looked up, the tested form may be a part): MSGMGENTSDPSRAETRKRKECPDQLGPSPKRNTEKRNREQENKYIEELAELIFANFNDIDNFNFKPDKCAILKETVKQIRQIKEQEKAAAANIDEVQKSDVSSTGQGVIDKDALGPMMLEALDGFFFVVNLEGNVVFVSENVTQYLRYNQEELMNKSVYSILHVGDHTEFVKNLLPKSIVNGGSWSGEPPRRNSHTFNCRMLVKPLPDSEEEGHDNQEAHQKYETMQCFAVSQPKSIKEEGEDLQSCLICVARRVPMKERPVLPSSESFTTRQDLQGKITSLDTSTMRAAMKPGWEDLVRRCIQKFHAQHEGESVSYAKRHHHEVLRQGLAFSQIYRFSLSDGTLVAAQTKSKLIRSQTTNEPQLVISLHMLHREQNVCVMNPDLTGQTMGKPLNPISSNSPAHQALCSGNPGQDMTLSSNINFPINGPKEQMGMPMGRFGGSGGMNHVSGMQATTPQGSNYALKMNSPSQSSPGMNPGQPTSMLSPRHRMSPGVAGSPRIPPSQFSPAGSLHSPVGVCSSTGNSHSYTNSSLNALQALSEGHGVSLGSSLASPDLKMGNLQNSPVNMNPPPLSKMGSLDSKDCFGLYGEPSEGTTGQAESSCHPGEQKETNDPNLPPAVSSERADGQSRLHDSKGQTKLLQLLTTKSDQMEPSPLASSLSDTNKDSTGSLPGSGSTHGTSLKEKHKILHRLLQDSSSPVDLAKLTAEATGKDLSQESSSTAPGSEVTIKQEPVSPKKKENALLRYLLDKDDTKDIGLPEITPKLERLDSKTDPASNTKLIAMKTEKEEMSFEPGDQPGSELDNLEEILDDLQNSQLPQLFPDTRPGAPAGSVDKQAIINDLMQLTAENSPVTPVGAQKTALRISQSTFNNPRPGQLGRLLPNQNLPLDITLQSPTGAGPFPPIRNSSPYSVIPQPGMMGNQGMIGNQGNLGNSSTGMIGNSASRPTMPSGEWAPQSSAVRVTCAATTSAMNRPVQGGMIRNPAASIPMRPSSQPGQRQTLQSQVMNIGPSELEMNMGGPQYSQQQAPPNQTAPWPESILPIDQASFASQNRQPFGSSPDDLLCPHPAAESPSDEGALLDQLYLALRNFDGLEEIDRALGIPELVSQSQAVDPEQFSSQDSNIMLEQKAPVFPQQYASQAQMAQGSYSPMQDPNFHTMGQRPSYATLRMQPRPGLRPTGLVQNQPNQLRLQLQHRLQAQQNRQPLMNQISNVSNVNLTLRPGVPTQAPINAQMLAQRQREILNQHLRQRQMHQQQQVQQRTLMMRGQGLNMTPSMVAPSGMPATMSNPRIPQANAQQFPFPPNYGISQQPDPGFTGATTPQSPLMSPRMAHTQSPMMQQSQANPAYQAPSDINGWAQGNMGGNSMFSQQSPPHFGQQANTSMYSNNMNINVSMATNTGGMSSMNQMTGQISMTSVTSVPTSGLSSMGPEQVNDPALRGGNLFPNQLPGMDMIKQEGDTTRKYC
* marks the source's active call; other numbers are inactive results.

SRC2 inh | Compound
7 | C=CCN=C1NC(c2cccc(Cl)c2)C(C(=O)OC)=C(C)N1Cc1ccc(C(F)(F)F)cc1 (centres undefined)
95* | O=S(=O)(Nc1cc(Sc2cccc3cccnc23)c(O)c2ccccc12)c1ccccc1
45 | CC(C)c1nnc(NC(=O)c2nc(S(=O)(=O)Cc3ccccc3F)ncc2Cl)s1
15 | CCOC(=O)c1csc(NC(=O)Nc2cccc(OC)c2)n1
9 | COc1ccc(-c2[nH]nc3c2C(c2ccc(OC(=O)N4CCOCC4)cc2)C(C#N)=C(N)O3)cc1 (centres undefined)
9 | C[C@H](O)[C@@H]1CN2CCc3c([nH]c4ccccc34)[C@@H]2C[C@@H]1N(C)CC1CCCCC1
-11 | C=CCN=C1NC(c2ccc(Cl)cc2)C(C(=O)OC)=C(C)N1Cc1cccc(C(F)(F)F)c1 (centres undefined)
3 | O=[N+]([O-])c1cc(S(=O)(=O)NCc2ccco2)ccc1NN=Cc1ccccn1
-1 | OC[C@H]1CC[C@@H]2O[C@H](CCc3ccc(-c4ccc(F)cc4)cc3)[C@@H](n3cc(C4CC4)nn3)C[C@@H]2O1
-2 | COC(=O)C1=C(C)N(Cc2ccccc2C(F)(F)F)C(=NCc2ccc3c(c2)OCO3)NC1c1cccc(F)c1 (centres undefined)
-7 | C[C@@H]1CN([C@@H](C)CO)C(=O)CCCn2cc(nn2)CO[C@H]1CN(C)C(=O)Nc1cccc(Oc2ccccn2)c1
-6 | COCC(=O)N1[C@H](CO)[C@@H](c2ccc(-c3cccnc3)cc2)[C@H]1CN(C)S(=O)(=O)c1ccccc1[N+](=O)[O-]
4 | COc1cccc(CNC(=O)[C@H]2CCCN2C(=O)[C@H]2CCCN2C(=O)c2ccc(Cl)cc2)c1
-15 | C=CCN1[C@H](CC(C)C)COc2cccc(N3CCSCC3)c2S1(=O)=O
20 | CCN(Cc1ccccc1)C(=O)CCCN1C(=O)COc2ccc(C)cc21
-7 | O=C1N(CCCO)CCC12CCCCC2
5 | CCC(C)[C@H](NC(=O)OC(C)(C)C)C(=O)N[C@@H](Cc1ccccc1)C(=O)OC (some centres undefined)
1 | C#CCCN([C@@H](CC(C)C)C(=O)OC)S(=O)(=O)c1ccc(F)cc1Br
16 | N#Cc1ccc(OCCCN2CCC(C(O)(c3ccccc3)c3ccccc3)CC2)cc1
12 | Cc1cc(OCC(C)CN2CCC(C(O)(c3ccccc3)c3ccccc3)CC2)ccc1Br (centres undefined)

Five records picked at random from the list so far:
SRC2 inh | Compound
9 | COc1ccc(-c2[nH]nc3c2C(c2ccc(OC(=O)N4CCOCC4)cc2)C(C#N)=C(N)O3)cc1 (centres undefined)
-7 | C[C@@H]1CN([C@@H](C)CO)C(=O)CCCn2cc(nn2)CO[C@H]1CN(C)C(=O)Nc1cccc(Oc2ccccn2)c1
45 | CC(C)c1nnc(NC(=O)c2nc(S(=O)(=O)Cc3ccccc3F)ncc2Cl)s1
12 | Cc1cc(OCC(C)CN2CCC(C(O)(c3ccccc3)c3ccccc3)CC2)ccc1Br (centres undefined)
-15 | C=CCN1[C@H](CC(C)C)COc2cccc(N3CCSCC3)c2S1(=O)=O

Returning to the listing, starting 3 compounds before the break.
SRC2 inh | Compound
1 | C#CCCN([C@@H](CC(C)C)C(=O)OC)S(=O)(=O)c1ccc(F)cc1Br
16 | N#Cc1ccc(OCCCN2CCC(C(O)(c3ccccc3)c3ccccc3)CC2)cc1
12 | Cc1cc(OCC(C)CN2CCC(C(O)(c3ccccc3)c3ccccc3)CC2)ccc1Br (centres undefined)
35 | CCc1ccc(/C=C2\SC(=S)N(CCC(=O)NC3=NCCS3)C2=O)cc1
8 | COc1ccc(S[C@]2(C(=O)N(C)C)CC(=O)N(c3ccccc3)[C@@H]2c2ccc(OC)cc2)cc1
-16 | Cc1cc(Nc2cccc(F)c2)cc(=O)n1-c1cccc(F)c1
12 | CCNc1ccccc1CP(=O)(c1ccccc1)c1ccccc1O (centres undefined)
-33 | Cc1ccc(-c2cc(C(=O)NN=Cc3cccc(Oc4ccccc4)c3)[nH]n2)cc1C
-18 | CC(=NNc1cc(C)c2cc(C)ccc2n1)c1ccccn1
-34 | Cc1cc(=O)[nH]c(SCC(=O)Nc2ccc(Cl)cc2C)n1
-31 | O=C(NC1CCCCC1)OC[C@@H]1CSCCS(=O)(=O)N1
-13 | Cc1ccc(Cc2c(-c3ccc(C#N)cc3)nc3ccc(C)cn23)cc1
14 | O=C(COC(=O)CC(c1ccccc1)c1ccccc1)Nc1c(F)cccc1F
-7 | COC(=O)[C@]12C[C@H](CC(=O)N3CCN(C(=O)c4ccco4)CC3)C(=O)N(CCC3=CCCCC3)C1=C[C@H](C(C)C)O[C@@H]2C1CC1
-35 | Oc1ccc(Br)cc1/C=N/Nc1nc(N2CCCCC2)nc(N2CCOCC2)n1
-9 | Cc1ccc(C(=O)N2CCC[C@@H]2C(=O)N2CCC[C@@H]2C(=O)NCc2ccccc2)cc1C
-19 | O=C(Cc1cc(=O)[nH][nH]1)N/N=C/c1ccccc1C(F)(F)F
10 | COc1ccc(N2CCN(CCNS(=O)(=O)c3cccs3)CC2)cc1
12 | C[C@H](CO)N1C[C@H](C)[C@@H](CN(C)Cc2ccc(C(=O)O)cc2)OCCCC[C@H](C)Oc2ccc(NC(=O)CCC(F)(F)F)cc2C1=O
4 | COCc1cc(N2CCN(C(=O)OC(C)(C)C)C[C@@H]2C)ccc1N1CCS(=O)(=O)CC1
20 | CCOC(=O)[C@@]12CCC3=C1N(CCC3)C(=O)[C@H](CC(=O)NCC13CC4CC(CC(C4)C1)C3)C2
-12 | O=C1NC(Cc2ccccc2)c2nc3cc(F)ccc3c(=O)n2-c2ccc(Cl)cc21 (centres undefined)
-3 | COCC#Cc1ccc(CC[C@H]2O[C@H]3CC[C@@H](CO)O[C@H]3C[C@H]2n2cc(C3CC3)nn2)cc1
-11 | O=C(NC1=N[C@@]2(C=C3CCCCC3n3c(=O)n(-c4ccccc4)c(=O)n32)CN1Cc1ccccc1)c1ccccc1 (some centres undefined)
-24 | Cc1ccc(-n2c(SCc3ccc(Cl)c(Cl)c3)nnc2-c2ccc(C(C)(C)C)cc2)cc1
-24 | CN(CCc1ccccn1)C(=O)c1ccc2c(c1)ncn2C1CCCCC1
-7 | CCCCNc1ccc2c(c1)OC[C@H](CC(C)C)NS2(=O)=O
0 | Cc1ccc(C)c(Cc2c(C)nc3c(C(=O)NCc4ccc5c(c4)OCO5)cnn3c2C)c1
15 | COC(=O)C1=C(C)N(Cc2ccc(Cl)cc2)C(=S)NC1c1ccc(F)cc1 (centres undefined)
-2 | CCCC[C@H]1C2CC(OC(=O)Nc3ccc(C(F)(F)F)cc3)C(C2)[C@H]2CCCCN21 (some centres undefined)
-10 | COC(=O)CSc1nnc(-c2ccc(NS(=O)(=O)c3ccc(C)c(C)c3)cc2)o1
-9 | CC(=O)N1CCN(C(=O)CN2C(=O)CC(C)(C)S(=O)(=O)c3ccccc32)CC1
-9 | CC(c1ccc(O)cc1)c1cn(C)c2ccccc12 (centres undefined)
-4 | CN1C(=O)c2cc(NS(C)(=O)=O)ccc2OC[C@@H]2O[C@@H](CC(=O)NCc3ccc(-c4ccccc4)cc3)CC[C@H]21
11 | O=[N+]([O-])c1ccc(OC[C@@H](O)CN2CCC(C(O)(c3ccccc3)c3ccccc3)CC2)c(Cl)c1
23 | CN(C(=O)c1cn(C)c2ccccc12)c1ccc(Oc2cccnc2)cc1
-13 | O=C(NC1CCCCN(Cc2ccc(Cl)cc2)C1=O)c1ccccc1-c1ccc(Cl)c(Cl)c1 (centres undefined)
-1 | CC12CN(C(=O)c3ccc([N+](=O)[O-])cc3)CC(C)(CN(C(=O)c3ccc([N+](=O)[O-])cc3)C1)C2=O
1 | Nc1ncnc2c1ncn2[C@@H]1O[C@H](C(=O)N[C@@H](CCc2ccccc2)C(=O)N2CCN(CC(=O)N3CCCC3)CC2)[C@@H](O)[C@H]1O
2 | O=C([C@@H]1C[C@H]1c1ccccc1)N1CCC(Oc2cccnc2)CC1
-21 | CCCCNc1ccc2c(c1)OC[C@H](C)NS2(=O)=O
15 | CC1CCCN(c2cccc3c2S(=O)(=O)N([C@H](C)c2ccccc2)C[C@@H](COCc2ccccc2)O3)C1 (some centres undefined)
-35 | O=C(NCc1ccccc1)[C@@H]1CCCN1C(=O)[C@H]1CCCN1C(=O)c1ccccc1Cl
40 | c1cc(-c2nnc3n2N=C(c2ccc4c(c2)OCO4)CS3)ccn1
-11 | Cc1ccc(-n2c(SCC(=O)c3ccc(-c4ccccc4)cc3)nnc2-c2ccc(C(C)(C)C)cc2)cc1
-5 | CC(=O)N1CCN(c2cc(C)nc3nc(C)nn23)CC1
13 | CCCCc1c(-c2ccccc2OC)ncn1Cc1ccc(OC)c(Cl)c1
-28 | C/C=C/c1ccc([C@@H]2[C@H](CO)N(S(C)(=O)=O)[C@H]2CN(C)C(=O)CC)cc1
25 | COC(=O)C1=C(C)N(Cc2cccc(C(F)(F)F)c2)C(=NCc2ccc(C(F)(F)F)cc2)NC1c1ccc(F)cc1 (centres undefined)
-18 | O=C1C2N=NN(CC(=O)N3N=C(c4ccccc4)CC3c3ccc([N+](=O)[O-])cc3)C2C(=O)N1c1ccccc1 (centres undefined)
5 | COC(=O)c1cc2c(c3c4cc(OC)ccc4n(S(=O)(=O)c4ccc(OC)cc4)c13)C(=O)N(C1CCCCC1)C2
7 | COc1ccccc1C(=O)NC1CCCCN(C)C1=O (centres undefined)
-22 | O=C(NCc1ccccc1)C1(C(=O)C2CC2)CC(c2ccccc2C(F)(F)F)=NO1 (centres undefined)
-2 | C/C(C=NNC(=O)c1cc(-c2ccc(Cl)cc2)n[nH]1)=C\c1ccccc1
-10 | COc1ccc(C(=O)NCC2CCN(C(=O)C(=O)c3cc4ccccc4o3)CC2)c(OC)c1
-16 | O=C(NC1CCCCC1)OCCN1CCN(Cc2ccccc2)CCC1=O
-21 | COC(=O)C1=C(C)N(Cc2ccc(C(F)(F)F)cc2)C(=NCC2CC2)NC1c1ccccc1C(F)(F)F (centres undefined)
0 | O=S(=O)(c1sccc1Br)n1c(CN2CCOCC2)nc2ccccc21
2 | O=C(CSc1nnc(-c2ccccc2)n1-c1ccccc1)Nc1ccccc1-c1ccccc1
-64 | O=C(Nc1cccc(F)c1)c1ccc(-c2ccccc2C(F)(F)F)o1
25 | CC[C@@H](CCCc1ccc(F)cc1)CN(Cc1ccc(OC)cc1)S(=O)(=O)c1ccc(C)cc1
-14 | CC(C)NC(=O)c1sc2nc(-c3cccs3)cc(-c3cccs3)c2c1N
-2 | Cc1cc2c(c(=O)o1)[C@@]1(C(=O)N(C)c3ccccc31)C1=C(CC3(CCCCC3)OC1=O)O2

Shown with each value named: entries from further up
COC(=O)C1=C(C)N(Cc2cccc(C(F)(F)F)c2)C(=NCc2ccc(C(F)(F)F)cc2)NC1c1ccc(F)cc1 (centres undefined)
  SRC2 inh = 25

O=C1C2N=NN(CC(=O)N3N=C(c4ccccc4)CC3c3ccc([N+](=O)[O-])cc3)C2C(=O)N1c1ccccc1 (centres undefined)
  SRC2 inh = -18

COC(=O)c1cc2c(c3c4cc(OC)ccc4n(S(=O)(=O)c4ccc(OC)cc4)c13)C(=O)N(C1CCCCC1)C2
  SRC2 inh = 5

COc1ccccc1C(=O)NC1CCCCN(C)C1=O (centres undefined)
  SRC2 inh = 7

Further records
SRC2 inh | Compound
-2 | Cc1ccc2c(c1)C1CS(=O)(=O)N(C3CCCC3)CN1C2 (centres undefined)
16 | COc1cc2c(cc1OC)C(C(=O)O)C(c1ccc3c(c1)OCO3)N(C)C2=O (centres undefined)
-12 | N#Cc1ccc(NCCCN2CCC(C(O)(c3ccccc3)c3ccccc3)CC2)cc1
-31 | CCCCCCCCN1C(=O)[C@@H](CC(=O)NCCCOCCCC)C[C@@]2(C(=O)OC)C1=C[C@H](C1CCCC1)O[C@@H]2C
0 | O=C(OCc1cn(Cc2ccc(F)c(F)c2)nn1)N1CCOCC1
-2 | O=C(Nc1ccc(F)cc1F)c1cc(-c2ccc(Cl)cc2)nc2ccccc12
-23 | CCCCNS(=O)(=O)CC1NCc2ccc(C)cc21 (centres undefined)
18 | COc1ccc(CN2C(C(=O)NCC(C)C)CSCCS2(=O)=O)cc1 (centres undefined)
-1 | Cc1ccc2c(c1)-c1c(cnn1CC(=O)NCCc1ccccc1F)CO2
35 | O=C1N[C@@H](Cc2ccccc2)C(=O)N2[C@H]1CSCCS2(=O)=O
-6 | C=CCCC1CN(CC=C)S(=O)(=O)c2c(F)cccc2O1 (centres undefined)
-3 | Cc1ccc2c(=O)n3c(nc2c1)C(Cc1ccccc1)NC(=O)c1cc(Cl)ccc1-3 (centres undefined)
33 | Cc1cn(-c2cc(NC(=O)c3ccc(C)c(Nc4nccc(-c5cccnc5)n4)c3)cc(C(F)(F)F)c2)cn1
-15 | CC(=O)CC[C@H]1CC[C@]2(CCCN(C(=O)c3ccccc3)C2)O1
-22 | COC(=O)C1=C(C)N(Cc2ccccc2C(F)(F)F)C(=NCc2ccccc2C(F)(F)F)NC1c1ccc(F)cc1 (centres undefined)
-13 | O=C(Nc1ccccc1[N+](=O)[O-])NC1CCCCN(Cc2ccc(Cl)cc2)C1=O (centres undefined)
4 | COC(=O)[C@]12C[C@H](CC(=O)NCc3ccccc3)C(=O)N(CCc3ccc(OC)c(OC)c3)C1=C[C@H](COCc1ccccc1)O[C@@H]2C
-3 | COCCNC(=S)N(C)[C@H]1C[C@H]2c3[nH]c4ccccc4c3CCN2C(=O)[C@H]1[C@H](C)O
-20 | CCN(CC)C(=O)c1ncn2c1C(=O)N[C@@H](C)C2
-2 | COC(=O)[C@]12CCCCC=C1N(Cc1ccc(OC)cc1)C(=O)[C@@H]2CC(=O)N1CCC(c2ccccc2)CC1
22 | O=S1(=O)c2ccc(N3CCCC3)cc2Oc2ccccc2CN1Cc1cn(Cc2cccc(C(F)(F)F)c2)nn1
-35 | CC1(C(=O)NCc2ccccc2)CN(S(C)(=O)=O)CC(=O)N1Cc1ccco1 (centres undefined)
-18 | O=C(C(=O)N1CCC(CNC(=O)C2COc3ccccc3O2)CC1)c1cccs1 (centres undefined)
14 | Cc1cccc(CCNC(=O)c2ccc(Sc3ccccc3Cl)c([N+](=O)[O-])c2)c1
-7 | CCOc1cccc(/C=N\NC(=O)Cc2cccs2)c1O
-2 | COC(=O)[C@]12C[C@H](CC(=O)NCCc3ccccc3OC)C(=O)N(Cc3cccc4ccccc34)C1=C[C@H](COCc1ccccc1)O[C@@H]2C

An excerpt; count on the stated rates, not on these rows.
